Assay outcomes as filed in PubChem.
TDP43 rescue: qHTS of TDP-43 Inhibitors | TDP-43 expressing yeast growth rescue, BacTiter-Glo, 24 h | Potency, µM (highest dose often 46.1 µM), for the others: at the highest dose growth rescue (activation), usual class: activators | 410,000 compounds, 1.8% hits; further: potency means the concentration at half of the fitted maximal effect; % of control where 0% means no effect; nearly all actives have a fitted effect of over 50% in size
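Cell-based yeast growth screen: TDP-43 expression induced in galactose, inoculum OD600=0.02 after raffinose pregrowth to mid-log. Read-out BacTiter-Glo luminescence at 24 hr, 30 deg C; inhibition of toxicity seen as signal increase.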
Mm-Cpn inhibitor: Inhibitors of TCP-1 ring complex (TRiC) of Methanococcus maripaludis (MmCpn): qHTS | Chaperonin Mm-Cpn (Methanococcus maripaludis) | purified Mm-Cpn ATPase, ADP Transcreener TR-FRET | Potency, µM (titrated, usually from 76.9 µM), for the others: at the top dose activity, negative = inhibition, actives largely listed as inhibitors | 330,000 compounds, 0.031% hits; further: potency means the concentration at half of the fitted maximal effect; on the % scale 0 is the no-effect control and ±100 the full control effect; nearly all actives have a fitted effect of over 80% in size
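ATPase turnover read by TR-FRET ADP competition (Eu cryptate antibody/ADP-d2, 665/590 nm): 10uM ATP final, 25nM Mm-CPN final, 30 min 37degC after 10-min compound preincubation, pH 7.4 Tris/KCl/MgCl2/DTT buffer.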
HEK293 tox: qHTS of GLP-1 Receptor Inverse Agonists: Cytotox Screen | AID 624418, 2012 | HEK293 cAMP-luciferase reporter cells, luminescence, 24 h | Potency, µM (highest dose often 38.3 µM), for the others: at the highest dose activity change, negative = inhibition, hits mostly inhibitors | 410,000 compounds, 0.13% hits;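 further: loss of luciferase light is scored as toxicity; potency means the concentration at half of the fitted maximal effect; on the % scale 0 is the no-effect control and ±100 the full control effect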
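Compound-treated cells are incubated 24 hr at 37 deg C under 5% CO2 after a 12 hour attachment period, then luciferase detection reagent is added and luminescence is measured following 12 min at room temperature; lowered signal indicates toxicity.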
aSyn rescue: qHTS of alpha-syn Inhibitors. AID 652106, 2013. Yeast expressing alpha-synuclein, growth rescue, BacTiter-Glo, 24 h. 370,000 compounds, 0.14% hits. Potency, µM (highest dose often 46.1 µM), for inactives: top-dose growth rescue (activation), usual class: activators; further: potency means the concentration at half of the fitted maximal effect; % of control where 0% means no effect; nearly all actives have a fitted effect of over 65% in size
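Rescue of yeast growth: cells expressing toxic alpha-synuclein, induced in galactose at OD600 0.02, incubated with compound 24 h at 30 C. ATP luminescence quantified growth; inhibitors of toxicity appear as activators.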
Abeta rescue: qHTS for compounds that reverse cellular toxicity of Amyloid beta (A-beta) peptide in yeast: Primary Screen | yeast expressing A-beta42, growth rescue, OD600, 48 h; response scale: 0% DMSO, 100% iron-clioquinol control | Potency, µM (top dose mostly 46.1 µM), for inactives: at the highest dose growth rescue, actives largely listed as activators | 410,000 compounds, 0.063% hits | AID 1347071, 2019; further: potency means the concentration at half of the fitted maximal effect; nearly all actives have a fitted effect of over 55% in size
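Growth rescue measured by 600 nm absorbance after 48 h yeast culture at 30 C with compound. Values normalized between DMSO and an equimolar ferric chloride plus clioquinol control.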
PTHR1 ag: qHTS for PTHR1 Agonists: Primary Screen; Parathyroid hormone/parathyroid hormone-related peptide receptor (Homo sapiens), Q03431; HEK293 GP2 PTHR1 cells, GloSensor cAMP luminescence, 1 h; Potency, µM (highest dose often 115 µM), for the others: at the highest dose activation, usual class: activators; 410,000 compounds, 0.075% hits; further: potency means the concentration at half of the fitted maximal effect; nearly all actives have a fitted effect of over 55% in size; some results filed as inactive show a strong effect at the top dose; inactives centre near -15; many of its hits are not listed in these tables
Target sequence (Q03431 whole entry, looked up): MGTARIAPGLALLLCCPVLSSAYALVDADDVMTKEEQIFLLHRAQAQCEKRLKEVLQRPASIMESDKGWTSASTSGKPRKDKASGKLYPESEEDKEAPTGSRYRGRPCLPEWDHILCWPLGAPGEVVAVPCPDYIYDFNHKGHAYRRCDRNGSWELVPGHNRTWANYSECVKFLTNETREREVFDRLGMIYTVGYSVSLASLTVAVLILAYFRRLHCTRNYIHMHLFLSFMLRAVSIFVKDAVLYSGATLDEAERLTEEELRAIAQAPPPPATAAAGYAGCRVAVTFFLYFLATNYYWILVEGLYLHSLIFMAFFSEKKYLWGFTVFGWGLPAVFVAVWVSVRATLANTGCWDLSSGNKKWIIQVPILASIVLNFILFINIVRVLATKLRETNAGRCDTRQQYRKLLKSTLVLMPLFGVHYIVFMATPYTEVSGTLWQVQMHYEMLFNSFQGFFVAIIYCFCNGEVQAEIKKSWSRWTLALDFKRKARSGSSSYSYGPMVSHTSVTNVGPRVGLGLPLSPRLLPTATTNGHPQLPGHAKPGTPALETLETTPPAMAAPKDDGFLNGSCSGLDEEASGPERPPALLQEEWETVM
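HEK-293-derived GP2 cells expressing PTHR1 and a GloSensor cAMP reporter, 3,000/well, plated overnight, given luciferin plus IBMX (each 0.5 mM as added) for 1 h at 37 °C, then compound for 1 h at 37 °C. Luminescence was read after 15 min at room temperature.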
Akt phos inh: HTS Assay for Inhibitors of Akt Phophorylation: Primary Screen; AID 651550, 2012; 360,000 compounds, 0.32% hits; activity change, % for hits at 50 µM; Neuro2A IGF-stimulated pAkt S473 HTRF, 20 min; active compounds read low; in the data active means activity change below about -80%; inconclusive means mostly about -51% to -80%; further: on the % scale 0 is the no-effect control and ±100 the full control effect
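Neuro2A cells (4,500/well, DMEM with 0.5% FBS) were treated with compound at a single 50 µM final concentration, stimulated with 6 nM IGF for 20 min at 37 °C, and lysed. Phospho-Akt Ser473 was read by HTRF as 665/615 ratio ×10^4.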
FUS suppressor: qHTS for Suppressors of FUS Proteinopathy: Primary screen using FUS-linked yeast assay. AID 1347120, 2019. Potency, µM (series often up to 76.6 µM), inactives show top-dose growth rescue (activation), hits mostly activators. 390,000 compounds, 0.24% hits. S. cerevisiae FUS-expressing, growth rescue, OD600, 24 h;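 further: potency means the concentration at half of the fitted maximal effect; plate controls were DMSO vehicle for no effect and reference control for full effect; nearly all actives have a fitted effect of over 55% in size; some results filed as inactive show a strong effect at the top dose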
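Yeast expressing FUS under galactose induction, OD 0.005 in 2% galactose medium; compounds in a dilution series, 24 h at 30C. Growth rescue by absorbance at 600 nm; CP55940 positive control, DMSO negative.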
GLP-1R inv ag: qHTS of GLP-1 Receptor Inverse Agonists (Inhibition Mode) | 410,000 compounds, 1.6% hits | HEK293 GLP-1R CRE-luciferase, luminescence, 24 h; GLP-1R form is constitutively active | Glucagon-like peptide 1 receptor (Homo sapiens), P43220 | Potency, µM (highest dose often 38.3 µM), for the others: top-dose activity change, negative = inhibition, most hits filed as inhibitors | AID 624417, 2012; further: potency means the concentration at half of the fitted maximal effect; on the % scale 0 is the no-effect control and ±100 the full control effect; nearly all actives have a fitted effect of over 55% in size
Target sequence (P43220 whole entry, looked up): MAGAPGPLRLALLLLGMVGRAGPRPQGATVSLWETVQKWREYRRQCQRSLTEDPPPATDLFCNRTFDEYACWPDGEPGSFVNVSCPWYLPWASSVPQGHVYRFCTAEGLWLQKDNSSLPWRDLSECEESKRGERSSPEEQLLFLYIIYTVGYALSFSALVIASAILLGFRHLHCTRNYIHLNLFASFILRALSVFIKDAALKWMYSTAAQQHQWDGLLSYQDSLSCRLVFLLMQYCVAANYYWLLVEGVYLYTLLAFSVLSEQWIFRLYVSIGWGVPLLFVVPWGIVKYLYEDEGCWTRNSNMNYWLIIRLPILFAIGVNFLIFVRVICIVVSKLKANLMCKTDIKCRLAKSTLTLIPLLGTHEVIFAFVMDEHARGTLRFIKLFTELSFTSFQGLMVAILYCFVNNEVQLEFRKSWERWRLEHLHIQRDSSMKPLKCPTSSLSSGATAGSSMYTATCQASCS
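HEK293 cells stably co-expressing constitutively active GLP-1R and a cAMP-responsive luciferase reporter were seeded in DMEM with 10% Nu serum, given compounds after 12 h, and incubated 24 h at 37 deg C. Luminescence was then read.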
Active calls of the source: *; i = inactive; u = inconclusive; x = no result given; [ ] = dose if it differs, or a comment. Unless noted, the call rests on the fitted dose curve; in most records, active means well fitted curve in the direction sought with a large enough effect; inconclusive means small, poorly fitted or top-dose-only effect, or another doubt; inactive means no such curve, though single readings can be large; an effect the other way counts as inactive or inconclusive. An excerpt; rates above refer to the full screens.

SMILES | TDP43 rescue | Mm-Cpn inhibitor | HEK293 tox | aSyn rescue | Abeta rescue | PTHR1 ag | Akt phos inh | FUS suppressor | GLP-1R inv ag
O=C(NCc1nnnn1-c1ccc(Cl)cc1)c1ccc(Br)o1 | 21.7% | 3.2% | -5.4% | -15.1% | -22.7% | -18.6% | i | 7.6% | 6.8%
C=CC(=O)NN(C)c1ncc(C(F)(F)F)cc1Cl | 12.0% | 0.3% | -5.4% | 1.7% | 12.4% | i | i | -18.1% | u
COc1ccccc1-c1cc(C(=O)NC2CCCC2)no1 | 9.8% | 0.5% | -1.3% | 4.2% | -16.9% | -5.1% | i | 12.4% | u
CC(=O)c1ccc(NC(=O)C(C)OC(=O)c2ccc(Br)o2)cc1 (stereo not given) | -11.6% | -1.6% | -5.3% | -5.1% | -15.4% | i | i | x | -2.1%
COc1ccc(CCNC(=O)CN2C(=O)NC(C)(c3ccc([N+](=O)[O-])cc3)C2=O)cc1 (stereo not given) | 23.6% | -1.4% | -11.8% | 5.2% | -12.2% | -52.8%[inhibitor] | i | 8.9% | 5.3%
Cc1cc(C)c2[nH]c(=O)c(CN(Cc3ccccc3)C(=S)NCCCN(C)C)cc2c1 | 8.4% | 2.5% | 5.5% | -5.5% | 9.7% | -93.8%[inhibitor] | i | 2.3% | 0.8%
N#CC(c1ccc(O)cc1)N1CCCCC1 (stereo not given) | -15.7% | 2.3% | 6.0% | -0.4% | -0.8% | i | i | 15.7% | 0.0%
O=C1C2(c3ccccc3)CN(CCCO)CC1(c1ccccc1)CN(CCCO)C2 | -11.1% | -1.0% | -17.7% | -9.4% | -0.7% | -19.1%[57.5 µM] | i | 9.9% | -5.8%
CS(=O)(=O)Nc1ccc(-c2n[nH]c(=S)n2-c2ccccc2)cc1 | -12.6% | -3.5% | 6.5% | -3.6% | -8.6% | i | i | 12.4% | 1.4%
CN(CC(=O)Nc1cccc(F)c1)C(=O)CC1CCCC1 | 0.1% | -7.0% | 1.0% | -0.7% | -3.1% | -27.5% | i | -2.9% | -29.1%
C[C@H](CO)N1C[C@H](C)[C@@H](CN(C)S(=O)(=O)c2ccc(C#N)cc2)OCc2cn(nn2)CCCC1=O | 0.0% | x | 0.6% | -7.5% | -5.9% | -9.1% | i | -4.0% | 11.0%
COc1ccc2nc(-c3ccc(Cl)cc3)cc(C(=O)O)c2c1 | 0.0% | -0.7% | -6.1% | -3.8% | -27.4% | i | i | 6.4% | 6.0%
O=C(NCCN1CCOCC1)c1cccc(NS(=O)(=O)c2ccc(Br)cc2)c1 | 2.5% | 1.5% | -11.7% | -0.5% | 7.6% | -37.3%[inhibitor] | i | 16.4% | 16.1%
O=C1Nc2ccc(Br)cc2C1=C1CCCCC1 | 28.9% | 1.5% | u | 6.9% | 17.2% | -81.7%[inhibitor] | i | 12.5% | u
CCCn1nc(C(=O)Nc2nc(-c3ccccn3)cs2)c2ccccc2c1=O | u | -21.1% | 5.01µM* | -6.5%[1.84 µM] | 10µM* | -20.5% | i | 16.3% | u
Cc1cc(C)n2c(NCc3ccccc3)c(CCc3ccccc3)nc2n1 | 24.4% | x | 5.0% | u | -1.0% | i | i | 7.6% | 21.7%
CC1CCCCC1NC(=O)C(C)N1C(=O)c2ccccc2C1=O (stereo not given) | 2.8% | 0.0% | -0.8% | 4.4% | 6.9% | -25.0% | i | -31.6% | 11.9%
Cc1ccccc1N=C/C=C1/C=C(c2ccccc2)OC(C)(C)O1 | -20.1% | -1.2% | 7.4% | 2.0% | -2.3% | i | i | u | 102.8%[activator]
CC(C(=O)NCCN1CCOCC1)(c1ccccc1)c1ccccc1 | 7.2% | -0.2% | -4.9% | 1.9% | -8.2% | -20.2% | i | 11.5% | -3.6%
COc1cccc(NC(=O)c2sc(Cl)nc2C)c1 | 27.1% | 1.1% | -7.2% | -0.8% | 6.4% | i | i | 21.1% | 18.4%
COc1ccc(OC)c(S(=O)(=O)N2CCN(C)CC2c2ccccc2)c1 (stereo not given) | 6.7% | -9.3% | -2.0% | -11.7% | -7.5% | i | i | 9.0% | -2.1%
CN(C)S(=O)(=O)c1ccc(Cl)c(NC(=O)COC(=O)[C@@H]2CCCN2C(=O)c2cccs2)c1 | -4.9% | -8.8% | 1.8% | 8.6% | 9.3% | -3.5% | i | u | -8.3%
CCN(CC)CCCNC(=O)c1ccc2c(c1)NC(=O)C(CS(=O)(=O)Cc1cccc(Br)c1)N2 (stereo not given) | -16.3% | x | -2.4% | x | -13.5% | 15.8µM* | x | u | -7.4%
COC(=O)C[C@@H]1C[C@H]2c3cc(N(C)C)ccc3O[C@H]2[C@H](CO)O1 | 0.0% | x | -1.1% | -0.9% | 6.5% | -23.9% | i | -26.6% | 5.8%
COc1ccc(/C=N/N2CCOCC2)cc1O | -0.1% | 2.8% | -6.2% | -6.0% | -4.8% | -17.7% | i | -30.7% | 14.7%
CCCCCC(=O)Nc1cccc(C2=NOC3(C2)C[C@H](C(N)=O)N(C(=O)[C@H]2CCC(=O)N2)C3)c1 (stereo not given in full) | 15.5% | 1.5% | -7.5% | -2.7% | -7.3% | i | i | -6.4% | 0.9%
COC(CNC(=O)c1ccc2nc(-c3cccs3)c(-c3cccs3)nc2c1)OC | -3.1% | -3.9% | 3.9% | 2.9% | 5.5% | -13.2% | i | -4.2% | 4.6%
O=C(O)Cn1c2ccccc2c2ccccc21 | -4.2% | 1.3% | -12.1% | 5.2% | 21.0% | -8.9% | i | 7.2% | -7.2%
COc1ccc(Cn2c(CO)cnc2SCC(=O)Nc2cc(C)on2)cc1 | 8.2% | 1.1% | -6.2% | 0.4% | -1.6% | -0.4% | i | -13.9% | 0.8%
Cc1cc(C)nc(NC(=O)c2c(C(=O)O)noc2C)n1 | -4.7%[0.397 µM] | 0.1% | -6.7% | 0.4% | 1.5% | i | i | 10.0% | 7.5%
Cc1ccc(CNC(=O)CN2C(=O)COc3ccc(S(=O)(=O)N4CCCCC4)cc32)o1 | -4.9% | -6.1% | -10.3% | -0.3% | 4.8% | i | i | 4.9% | u
O=C(NOCc1ccccc1)c1ccc(Cl)cc1 | 10.9% | -1.5% | -13.5% | -0.9% | -2.5% | -5.3% | i | -27.7% | u
Cn1c(SCC(=O)NC2CC2)nnc1C(F)(F)F | -11.0% | -0.9% | 2.1% | 5.8% | -7.4% | i | i | -18.8% | 8.2%
N#C/C(=C\c1cccnc1)c1ccc([N+](=O)[O-])cc1 | 11.2µM* | 0.8% | 12.0% | 2.6% | 4.0% | i | i | -0.8% | 11.3%
COc1ccc(NC(=O)CN2CCN(CC(=O)Nc3cc(OC)cc(OC)c3)CC2)cc1 | 17.2% | 2.1% | -7.3% | 1.9% | 7.5% | i | i | 5.5% | 3.2%
CCCC(=O)Nc1ccc2c(c1)nc(CN1CCN(C(=O)OCC)CC1)n2C | -8.1% | -0.4% | -4.0% | 2.2% | -0.9% | u | i | 6.4% | 4.3%
COc1ccc(-c2noc(CCC(=O)N3CCN(c4cccc(Cl)c4)CC3)n2)cc1 | 22.0% | 0.4% | 3.2% | 5.3% | -3.0% | -28.0% | i | -6.9% | 1.9%
Cc1cc(C)n2nc(CNS(=O)(=O)c3ccc(CC(C)C)cc3)nc2n1 | 10.2% | -0.5% | -15.5% | -0.5% | 5.5% | -15.9% | i | -24.5% | 8.5%
O=C(COC(=O)c1ccco1)c1ccc(F)cc1 | -1.5% | -18.1% | -0.1% | -0.6% | -10.5% | -22.3% | i | 10.4% | 3.6%
Cc1c2cnccc2c(C)c2c1oc1ccccc12 | u | x | 0.3% | 15.4% | -17.3% | u | i | x | 84.8%[activator]
CC1(C)CC(=O)c2cc(C(=O)Nc3ccc(Br)cc3)c(=O)n(-c3ccc(Cl)cc3)c2C1 | 11.1% | x | -0.3% | x | -10.5% | -18.9% | x | -23.0% | -2.3%
Cc1ccccc1NS(=O)(=O)c1ccc2c3c(cccc13)C(=O)N2C | 25.3% | -5.3% | 52.8%[activator] | 2.3% | -18.4% | -30.0% | i | -2.1% | 30.0%[activator]
CC(NC(=O)COc1ccccc1)C1COc2ccccc2O1 (stereo not given) | u | x | -2.8% | 12.3% | 15.6% | -10.4% | i | 24.4% | -2.8%
COC(=O)CCN(C(=O)c1c(C)oc2ncnc(N3CCOCC3)c12)c1ccccc1 | 0.6% | x | -1.2% | x | -6.6% | 14.9% | x | 5.8% | 5.6%
CCOC(=O)c1c(C)[nH]c2c1-c1ccccc1C(=O)C2=O | -7.8% | -2.3% | u | -8.6% | -18.1% | -24.8% | i | -6.0% | u

Part of the list above, set out differently.
SMILES	TDP43 rescue	Mm-Cpn inhibitor	HEK293 tox	aSyn rescue	Abeta rescue	PTHR1 ag	Akt phos inh	FUS suppressor	GLP-1R inv ag
CC1(C)CC(=O)c2cc(C(=O)Nc3ccc(Br)cc3)c(=O)n(-c3ccc(Cl)cc3)c2C1	11.1%	x	-0.3%	x	-10.5%	-18.9%	x	-23.0%	-2.3%
CCOC(=O)c1c(C)[nH]c2c1-c1ccccc1C(=O)C2=O	-7.8%	-2.3%	u	-8.6%	-18.1%	-24.8%	i	-6.0%	u
